# Source: PubChem BioAssay (Sanford-Burnham Center for Chemical Genomics)
# SENP6 block – SENP6 protease inhibitors, primary screen, biochemical, luminescence, uHTS; Sentrin-specific protease 6 (Homo sapiens), Q9GZR1; Recombinant SENP6 catalytic domain, aminoluciferin luminescence; inhibition, % at 10 µM; hit rate 1.8% among 330,000; AID 2599, 2010;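 active = inhibition above about 50% at the single tested dose, limit read from the data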;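 also: plate controls were DMSO wells with enzyme for no effect and DMSO wells lacking enzyme for full effect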
# Target sequence (Q9GZR1 628-1112 limits assumed): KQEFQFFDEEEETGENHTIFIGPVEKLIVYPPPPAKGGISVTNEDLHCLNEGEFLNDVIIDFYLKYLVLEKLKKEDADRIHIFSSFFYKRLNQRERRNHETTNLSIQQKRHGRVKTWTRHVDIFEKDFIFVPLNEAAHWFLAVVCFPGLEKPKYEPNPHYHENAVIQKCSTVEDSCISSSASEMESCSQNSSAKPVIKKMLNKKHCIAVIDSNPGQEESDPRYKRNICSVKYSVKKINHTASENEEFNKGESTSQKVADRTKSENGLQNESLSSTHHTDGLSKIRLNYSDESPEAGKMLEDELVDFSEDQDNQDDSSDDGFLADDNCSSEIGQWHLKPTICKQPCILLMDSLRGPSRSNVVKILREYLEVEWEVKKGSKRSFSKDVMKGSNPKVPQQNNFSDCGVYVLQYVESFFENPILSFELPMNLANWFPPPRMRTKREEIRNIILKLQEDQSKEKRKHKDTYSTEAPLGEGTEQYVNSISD
# Apaf1 inhib – inhibitors of human Apaf-1 apoptosome, primary screen, biochemical, DEVD-Rh110 fluorescence, uHTS; Apoptotic protease-activating factor 1 (Homo sapiens), O14727; reconstituted apoptosome caspase-3 activity; inhibition, % at 20 µM; hit rate 0.71% among 330,000; active = inhibition of at least 40% at 20 µM;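 also: plate controls were DMSO wells for no effect and DEVD-CHO caspase inhibitor wells for full effect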
#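 Assay system – apoptosome proteins · Medium – Hepes buffer, pH 7.5 · Also added – cytochrome c with DEVD-Rh110 · Timing – 30 min compound preincubation, 50 min activation, room temperature · Detection – Rh110 fluorescence, excitation 480 nm, emission 540 nm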
# SENP8 block-1 – human SENP8 protease inhibitors, primary screen, biochemical, fluorescence, Nedd8 protein substrate, uHTS. Sentrin-specific protease 8 (Homo sapiens), Q96LD8. recombinant SENP8. inhibition, % at 20 µM. hit rate 0.64% among 360,000. AID 602440, 2012; in the data active = inhibition mostly above about 40%, no sharp cut-off; inactive = mostly below about 27%
# Target sequence (Q96LD8 whole entry, looked up): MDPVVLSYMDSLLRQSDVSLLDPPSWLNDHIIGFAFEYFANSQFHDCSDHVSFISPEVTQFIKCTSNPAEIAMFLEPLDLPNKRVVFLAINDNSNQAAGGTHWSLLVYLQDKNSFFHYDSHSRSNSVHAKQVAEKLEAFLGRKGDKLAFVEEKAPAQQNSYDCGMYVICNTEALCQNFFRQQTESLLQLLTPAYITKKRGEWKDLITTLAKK
# SENP8 block-2 – SENP8 protease inhibitors, primary screen, biochemical, luminescence; Sentrin-specific protease 8 (Homo sapiens), Q96LD8; hit rate 1.2% among 330,000; inhibition, % at 10 µM; purified SENP8, Z-RLRGG-aminoluciferin cleavage; AID 2540, 2010; in the data active = inhibition above about 50%
# NALP3 yeast inh – NALP3 inflammasome inhibitors in reconstituted yeast, primary screen, luminescence, uHTS | hit rate 0.39% among 330,000 | Yeast reconstituted NLRP3/ASC/caspase-1, beta-gal luminescence, 24 h | inhibition, % at 10 µM;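 active = inhibition of 50% or more; inactive = inhibition below 50%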;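 also: plate controls were induced DMSO wells for no effect and uninduced yeast grown without galactose for full effect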
# HKDC1 inh – HKDC1 hexokinase inhibitors, primary screen, biochemical, fluorescence, uHTS; Q2TB90; recombinant HKDC1, G6PDH/diaphorase resazurin coupled fluorescence; inhibition, % at 20 µM; hit rate 0.16% among 340,000;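 active = inhibition above about 35% when tested at 20 µM, limit read from the data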;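 also: plate controls were DMSO wells with enzyme for no effect and DMSO wells lacking enzyme for full effect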
#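 Test system: recombinant HKDC1 (HK5) hexokinase enzyme, produced in-house; Amount: enzyme 5 µg/mL final; Buffer or medium: Tris pH 8.0 buffer with MgCl2, Tween-20, BSA, BME; Reagent: glucose and ATP substrates; Doses: 20 µM test compound, 1% DMSO; Incubation: 90 min reaction incubation at room temperature, dark; Detection: resorufin fluorescence at 613 nm.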
# SENP7 block – SENP7 protease inhibitors, primary screen, biochemical, luminescence, uHTS; AID 434973, 2010; hit rate 1.5% among 330,000; recombinant SENP7, Z-RLRGG-aminoluciferin luminescence, 40 min; Sentrin-specific protease 7 (Homo sapiens), Q9BQF6; inhibition, % at 5 µM;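 active = inhibition above about 50% at the single test dose, limit read from the data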;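 also: plate controls were DMSO with enzyme for no effect and no enzyme buffer wells for full effect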
# Target sequence (Q9BQF6 706-1050 limits assumed): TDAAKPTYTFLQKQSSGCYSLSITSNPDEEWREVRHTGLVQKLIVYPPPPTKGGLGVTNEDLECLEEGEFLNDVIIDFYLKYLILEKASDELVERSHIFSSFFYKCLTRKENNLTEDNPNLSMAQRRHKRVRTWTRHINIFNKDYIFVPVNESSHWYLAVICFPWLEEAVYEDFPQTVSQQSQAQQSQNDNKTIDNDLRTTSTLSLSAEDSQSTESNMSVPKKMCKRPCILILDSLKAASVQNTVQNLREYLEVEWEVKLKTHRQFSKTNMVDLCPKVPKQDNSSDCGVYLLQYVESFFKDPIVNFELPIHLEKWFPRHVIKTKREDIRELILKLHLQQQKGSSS
# PfG6PD inh – PfG6PD enzyme inhibitors, primary screen, biochemical, fluorescence intensity, uHTS | glucose-6-phosphate dehydrogenase-6-phosphogluconolactonase (Plasmodium falciparum 3D7) | PfGluPho enzyme, NADPH resazurin-diaphorase fluorescence | hit rate 0.78% among 350,000 | inhibition, % at 20 µM;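 active = inhibition reaching at least a set limit at 20 µM in the primary screen, cut at about 59% in these data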;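 also: 0% = DMSO wells with substrate and 100% = DMSO wells lacking glucose-6-phosphate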
# SENP1 FRET inh – human SENP1 catalytic domain inhibitors, primary screen, biochemical, FRET, uHTS; Sentrin-specific protease 1 (Homo sapiens), Q9P0U3; recombinant SENP1 catalytic domain, CyPet-SUMO1-YPet FRET cleavage; inhibition, % at 10 µM; hit rate 0.21% among 360,000; AID 624204, 2012;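 active = inhibition at least 30% at 10 µM, raw YFP signal under a set limit, fluorescence ratio 0.5 to 1.5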;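 also: 0% = enzyme with DMSO and 100% = no enzyme wells; some results filed as inactive read as strong as hits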
#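 Assay system: hSENP1 catalytic domain, recombinant. Amount: SENP1 enzyme, 20 pM final. Schedule: 50 min reaction, RT, dark. Technique: FRET, CFP and YFP emission. Control set: no-enzyme wells low, DMSO-plus-enzyme wells high control.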
# Numbers without * were called inactive; i = inactive; x = not tested or not shown; & = joins results of further samples. An unsorted share of the library; any-hit rate near 4.1%.
Molecule	SENP6 block	Apaf1 inhib	SENP8 block-1	SENP8 block-2	NALP3 yeast inh	HKDC1 inh	SENP7 block	PfG6PD inh	SENP1 FRET inh
O=C(COC(=O)C1CC2C=CC1C2)NCc1ccco1 (stereo not given)	-40	12	-2	-1	6	10	-1	-25	2
COc1ccccc1NC(=S)N1CCC(NC(=O)NC23CC4CC(CC(C4)C2)C3)CC1	-12	-1	15	-12	-2	2	-11	-9	2
CCOc1cc(C(=S)N2CCCC2)ccc1OC(=O)Cc1ccc(F)cc1	-9	3	21	-5	4	-6	0	5	2
COc1cc(C)ccc1OCCOc1c(Cl)cc(Cl)cc1Cl	-4	10	11	1	15	2	-4	17	0
CC(C)CNC(=O)c1ccccc1-c1ccccc1C(=O)O	-2	-2	14	-6	-4	7	4	-6	0
COc1ccc([N+](=O)[O-])cc1NC(=O)CCN1CCN(C)CC1	9	-4	9	2	3	-7	11	14	1
COc1ccc(CNC(=O)COC(=O)CNC(=O)c2sc3ccccc3c2Cl)cc1OC	4	9	8	-10	12	-2	-7	5	1
CC(C)N(C(=O)COC(=O)CCC(=O)c1cccs1)c1ccccc1	-15	1	2	1	18	-1	9	-12	-1
Cc1c(Cl)cccc1NC(=S)NCCN1CCOCC1	-2	-5	1	-1	9	-7	3	4	0
CCN(CC)S(=O)(=O)c1cc(NC(=O)COC(=O)CCC(=O)c2ccc(F)cc2)ccc1C	-18	16	6	-9	-10	7	-10	4	-3
O=C(COc1cc(F)ccc1[N+](=O)[O-])N1N=C(c2cccs2)CC1c1ccco1 (stereo not given)	-12	1	-5	2	-3	2	7	12	-2
COc1ccc(C(=O)Nc2ccc(S(=O)(=O)N3CCCCC3)cc2)cc1	-30	19	1	-7	13	1	-4	22	0

# (next part)
Molecule	SENP6 block	Apaf1 inhib	SENP8 block-1	SENP8 block-2	NALP3 yeast inh	HKDC1 inh	SENP7 block	PfG6PD inh	SENP1 FRET inh
CCn1c(SCC(=O)N/N=C/c2ccc(O)c(OC)c2)nc2ccccc21	11	-3	22	-1	-2	4	-5	-20	0
N#CC1=C(N)Oc2n[nH]c(-c3cccnc3)c2C1c1cc(F)ccc1F (stereo not given)	-3	4	5	-4	5	5	7	-4	1
COc1ccc2[nH]cc(CCN3C(=O)c4ccc(C(=O)O)cc4C3=O)c2c1	5	-2	-72	-2	-1	1	6	-10	-1
N#CC1(NC(=O)Cn2cc(C(F)(F)F)ccc2=O)CCCC1	-5	-2	7	-10	10	-5	1	1	2
COc1cc([N+](=O)[O-])cc(/C=N/NC(=O)CSc2ccccn2)c1O	39	-13	23	6	7	-6	3	-21	-2
CC(C)(C)c1csc(NC(=O)Cc2cccs2)n1	17	-11	9	5	42	-4	-5	3	-7
S=C(c1ccc(-c2cc(Cl)ccc2Cl)o1)N1CCOCC1	-1	25	-4	-3	2	5	4	2	-10
CCOc1ccc(Br)cc1S(=O)(=O)N1CCC(C(=O)O)CC1	7	-2	5	10	26	0	5	5	-1
O=C(Nc1ccc(Cl)cc1C(=O)NCCN1CCOCC1)c1ccc(Cl)cc1Cl	5	5	-9	-3	1	-4	13	8	1
COc1ccc(/C=C2\SC(=O)N(CCC(=O)Nc3ccc(S(=O)(=O)Nc4nccs4)cc3)C2=O)cc1	42	15	10	27	4	-4	-1	-14	3
Cc1ccc(S(=O)(=O)N2CCCC2CNC(=O)C(=O)Nc2ccc(F)cc2F)cc1 (stereo not given)	-10	9	-11	-5	24	-7	-7	12	-3
CC(C)(C)NC(=O)COc1ccc(-c2ccccc2)cc1	51*	14	14	-1	-5	-2	32	-2	1

# Going on with the list:
Molecule	SENP6 block	Apaf1 inhib	SENP8 block-1	SENP8 block-2	NALP3 yeast inh	HKDC1 inh	SENP7 block	PfG6PD inh	SENP1 FRET inh
CCCC1=[N+](CC(C)=O)CCn2c(C)ccc21	-3	4	-178	-1	11	-2	2	-8	-13
COc1ccc(-c2cc3ccccc3oc2=O)cc1NC(=O)c1ccc(Br)o1	-3	13	i	-1	-7	0	-5	-6	-35
CCCc1cc(=O)[nH]c(SCc2ccc(C#N)cc2)n1	-16	3	5	1	-2	-1	11	-9	2
COC(=O)c1c(NC(=O)C(C)(C)C)sc2c1CCN(Cc1ccccc1)C2	3	21	-36	-4	24	0	3	13	-150
CCc1ccc(NC(=S)N(CCN(C)C)C(C)c2ccncc2)cc1 (stereo not given)	-10	1	30	-12	-2	-3	-6	9	0
Cc1cc(C(F)(F)F)n2nc(-c3cnn(C)c3C(F)(F)F)c(Br)c2n1	-7	0	17	-7	11	5	7	3	-2
C=C(C)[C@@H]1CC[C@]2(C(=O)O)CC[C@]3(C)C(CCC4[C@@]5(C)CC[C@H](O)C(C)(C)C5CC[C@]43C)C12 (stereo not given in full)	-9	5	2	-3	12	0	1	-13	-2
CCCN(CCC)CCCNC(=O)c1cn(CC)c2ccc(S(=O)(=O)N(C)C3CCCCC3)cc2c1=O	-9	7	12	-11	-1	-3	9	2	0
Cc1ncc(CN2CCCC(C(=O)Nc3ccc(-c4ccco4)cc3)C2)cn1 (stereo not given)	-2	6	-21	-11	-1	-3	-12	-3	-4
CCN(CC)S(=O)(=O)c1cccc(NC(=O)CNC2CCCCCC2)c1	-6	-22	18	3	-5	-11	0	9	0
CC(=O)N(Cc1cc2cc(C)c(C)cc2n2nnnc12)CC1COCCO1 (stereo not given)	-4	-7	2	-3	19	-2	1	4	1
COc1ccc(S(=O)(=O)N2CCOCC2)cc1NC(=O)CSc1ccccc1	3	-4	0	-8	3	-3	6	5	1

# (list continues)
Molecule	SENP6 block	Apaf1 inhib	SENP8 block-1	SENP8 block-2	NALP3 yeast inh	HKDC1 inh	SENP7 block	PfG6PD inh	SENP1 FRET inh
COc1ccccc1CNC(=O)c1cc(-c2ccccc2)nn1CC1CC(c2cccc([N+](=O)[O-])c2)=NO1 (stereo not given)	-10	9	10	-2	17	1	-2	-8	2
Cc1nc(-c2ccc(F)cc2)c(CC(=O)N2CCN(S(=O)(=O)c3cccc([N+](=O)[O-])c3)CC2)s1	0	16	6	-4	7	-2	-6	12	35*
Cn1c(/N=C/c2cccs2)nc2ccccc21	42	-5	18	15	-4	-2	-3	1	-1
CCOc1ccccc1NC(=O)CSc1nc2[nH]ncc2c(=O)[nH]1	-2	-2	13	3	0	-5	1	-14	2
CC1Nc2ncnc(N3CCN(c4ccccn4)CC3)c2N(Cc2ccccc2)C1=O (stereo not given)	9	20	-12	6	13	1	11	23	-2
O=c1nccc(SCc2ccc(Cl)cc2Cl)[nH]1	14	1	16	1	11	6	6	20	0
CC(C)(C)OC(=O)C[C@H]1C/C=C\C[C@@H](CC(=O)N[C@H](CO)Cc2ccccc2)C(=O)N2CCC[C@H]2COC1=O	6	-2	11	7	8	-8	-3	5	-1
CCOC(=O)c1c(C)oc2ccc(OC(=O)COc3c(F)c(F)c(F)c(F)c3F)cc12	-1	-15	15	-1	4	0	2	8	1
CCOc1ccc(N/N=C(/C#N)C(N)=O)cc1	25	-14	13	14	0	-9	21	5	3
Cc1ccc(/C=N/NC(=O)c2c[nH]c3ccccc23)o1	-18	-13	2	-5	4	6	-1	9	-1
COc1ccc(NC(=O)/C(=C\c2cccs2)NC(=O)c2ccco2)cc1	-10	-20	11	-4	-5	10	2	-12	3
COc1ccc(CNS(=O)(=O)c2ccc(S(=O)(=O)N3CCCCC3)cc2)cc1	-6	-4	17	-4	6	1	0	-21	-1

# More entries:
Molecule	SENP6 block	Apaf1 inhib	SENP8 block-1	SENP8 block-2	NALP3 yeast inh	HKDC1 inh	SENP7 block	PfG6PD inh	SENP1 FRET inh
COC(=O)CN(C#N)c1nc(C)cc(C)n1	-6	-4	11	1	3	-8	8	-5	-2
COC(=O)Nc1sc2c(c1C(=O)N1CCOCC1)CCC(C)C2 (stereo not given)	7	-6	-18	5	8	5	-5	26	-9
N#Cc1cccnc1N1CCN(C(=O)c2cccc3c2C(=O)c2ccc(-c4ccc(F)cc4OCc4ccccc4)cc2S3(=O)=O)CC1	-11	6	-59	8	12	5	5	1	4
CCN1C(=O)N[C@@H](CCc2ccccc2)[C@H](C(=O)OC)[C@H]1C	-16	3	20	-14	3	-5	-9	9	-1
COc1ccc(-n2c(SCC(=O)N3CCCCC3)nnc2-c2cccnc2)cc1	0	6	10	0	-2	-1	6	3	1
Cc1ccc(N2C(=O)CSC2c2c(F)cccc2Cl)cc1 (stereo not given)	-9	14	11	-9	-9	4	-8	-3	-2
Cc1ncsc1CCOC(=O)c1cccc([N+](=O)[O-])c1	-11&-11	1&-24	0&13	-5&-3	27&14	-5&-2	1&-1	3&12	2&2
O=C(Cn1cc(COc2cccc([N+](=O)[O-])c2)nn1)c1ccc(O)cc1	x	x	12	x	x	6	x	-3	1
CCOC(=O)/C(=C\Nc1ccc(OC(F)(F)F)cc1)Sc1ncc(C(F)(F)F)cc1Cl	-3	-9	10	-2	0	-6	0	-49	1
CCOC(=O)C1=C(C)OC(N)=C(C#N)C1c1cc2c(cc1[N+](=O)[O-])OCO2 (stereo not given)	44	17	-368	11	18	5	7	15	-28
S=c1[nH]c2ccccc2n1Cc1ccccc1	2	-7	9	-2	-14	-3	13	55	-1
CCCn1c(=O)n(C)c(=O)c2c(SCC(=O)NCC(c3ccccc3)N(C)C)nc(CC(C)C)nc21 (stereo not given)	14	24	0	12	8	0	1	-3	-2

# Additional structures.
Molecule	SENP6 block	Apaf1 inhib	SENP8 block-1	SENP8 block-2	NALP3 yeast inh	HKDC1 inh	SENP7 block	PfG6PD inh	SENP1 FRET inh
CCCn1c(SCC(=O)N2CCc3ccccc3C2)nc2c1c(=O)n(C)c(=O)n2C	-10	-1	9	-5	7	5	2	9	1
CCOC(=O)C1CCCN(C(=O)c2ccccc2Oc2ccccc2)C1 (stereo not given)	-9	2	7	-7	10	0	-9	0	-1
NC(=O)c1cccnc1Nc1cccc([N+](=O)[O-])c1	3	-3	15	-1	7	-6	1	12	2
CCOc1ccc(C2C(C(C)=O)=C(O)C(=O)N2CCc2c[nH]c3ccccc23)cc1 (stereo not given)	-1	20	15	-2	11	-3	8	10	-2
